PABP1 MLLE inh – blocks PAM2 peptide binding to the PABP1 MLLE domain | P11940 | GST-MLLE / FITC-PAM2 fluorescence polarization | inhibition, % at 20 µM | hit rate 0.36% among 360,000; in the data active means inhibition above about 35%, passing the limit was not always enough;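 further: plate controls were DMSO wells with GST-MLLE for no effect and wells lacking GST-MLLE protein for full effect; some results filed as inactive read as strong as hits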
Target sequence (P11940 whole entry, looked up, the tested form may be a part): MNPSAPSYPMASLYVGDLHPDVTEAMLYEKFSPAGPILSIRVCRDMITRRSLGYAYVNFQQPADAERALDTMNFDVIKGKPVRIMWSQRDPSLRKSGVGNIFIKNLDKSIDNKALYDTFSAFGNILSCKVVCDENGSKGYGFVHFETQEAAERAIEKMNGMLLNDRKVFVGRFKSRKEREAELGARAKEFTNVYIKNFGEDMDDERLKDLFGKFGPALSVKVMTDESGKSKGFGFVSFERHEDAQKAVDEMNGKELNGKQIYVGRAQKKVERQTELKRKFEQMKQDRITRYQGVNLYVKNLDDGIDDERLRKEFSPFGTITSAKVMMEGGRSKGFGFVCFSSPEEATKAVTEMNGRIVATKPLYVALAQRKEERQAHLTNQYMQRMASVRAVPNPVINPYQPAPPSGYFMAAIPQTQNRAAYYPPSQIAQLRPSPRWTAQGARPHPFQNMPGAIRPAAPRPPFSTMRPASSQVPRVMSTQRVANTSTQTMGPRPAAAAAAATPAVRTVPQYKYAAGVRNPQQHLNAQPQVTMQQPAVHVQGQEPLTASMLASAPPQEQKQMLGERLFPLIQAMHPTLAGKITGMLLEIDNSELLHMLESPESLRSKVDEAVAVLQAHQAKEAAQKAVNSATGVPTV
FAS-TE inh – FAS thioesterase (human) inhibition | P49327 | recombinant FAS-TE, OMFH fluorogenic substrate, fluorescence endpoint | inhibition, % at 15 µM | hit rate 0.67% among 360,000 | AID 602261;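 active means compounds whose normalised, plate-corrected inhibition of enzyme fluorescence in the single-dose primary screen is 50% or more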;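 further: 0% = DMSO with enzyme and 100% = substrate without enzyme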
Rpn11 inh – Rpn11 (human) deubiquitinase inhibition; hit rate 0.59% among 360,000; O00487; calls only at 20 µM; human 26S proteasome, Ub4-pepOG fluorescence polarization; 20S core pre-blocked with epoxomicin;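 active means inhibition at 20 µM, scaled to each plate's controls, above about 33%, limit read from the data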
Target sequence (O00487 whole entry, looked up): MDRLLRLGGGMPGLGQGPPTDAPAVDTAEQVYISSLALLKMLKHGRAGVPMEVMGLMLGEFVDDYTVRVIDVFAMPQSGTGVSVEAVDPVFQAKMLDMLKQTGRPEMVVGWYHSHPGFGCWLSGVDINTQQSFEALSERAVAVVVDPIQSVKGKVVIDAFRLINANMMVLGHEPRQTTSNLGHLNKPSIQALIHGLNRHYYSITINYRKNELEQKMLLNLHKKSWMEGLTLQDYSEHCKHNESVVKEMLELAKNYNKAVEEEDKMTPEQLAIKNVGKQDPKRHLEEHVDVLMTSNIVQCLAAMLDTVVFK
SKN-1 inh – blocks SKN-1 activity in C. elegans | inhibition, % at 21.8 µM | hit rate 0.49% among 360,000 | C. elegans VP596 Pgst-4::GFP/RFP ratio, acrylamide-induced, 24 h | AID 624304;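 active means interference check ratio from 0.5 to 1.5 plus GFP to RFP signal ratio inhibition reaching or exceeding a fixed threshold, cut at about 30% in these data, passing the limit was not always enough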; further: some compounds called inactive have numbers as strong as hits
NadD inh – inhibitors of Staphylococcus aureus NadD | purified NadD enzyme, colorimetric absorbance read-out | inhibition, % at 20 µM | hit rate 0.78% among 360,000; in the data active means inhibition above about 26%; further: some compounds past the cut are filed as inactive
CSN deneddyl inh – CSN deneddylation inhibition; Q92905; Purified CSN, SCF-Nedd8-OG deneddylation, fluorescence polarization; hit rate 0.38% among 360,000; AID 651999; inhibition, % at 12.5 µM;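 active means pattern-corrected inhibition above about 35%, with an unprinted fluorescence ratio check between 0.5 and 1.5, limit read from the data, passing the limit was not always enough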;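 further: 0% = enzyme with substrate and 100% = substrate without enzyme; some results filed as inactive read as strong as hits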
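assay system = purified human Csn5 enzyme expressed in HEK293T cells | amount = 0.24 nM enzyme | buffer or medium = Tris/NaCl/DTT buffer, pH 7.5 | reagent = 10 nM SCFSkp2-Nedd8OG | compound = one concentration, 12.5 µM, 0.25% DMSO | times = 90 min reaction at room temperature | signal = FP | read-out basis = % inhibition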
MT1-MMP act inh – inhibitors of human MT1-MMP activation; HT1080 RFP-PRO-GFP cells, GFP/RFP ratio fluorescence, overnight; percent of plate control window, DMSO zero; hit rate 0.061% among 360,000; P50281; GFP/RFP ratio change, % at 20 µM;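 active means GFP/RFP ratio change of at least 30% with cell ATP level not reduced by more than half and red fluorescence within 50% of control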; further: strong numbers were not always called active
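Test system: HT1080 RFP-PRO-GFP cells; Benchmarks: DMSO and RFP-L50D-GFP cell wells; Timing: cells overnight before dosing, compound overnight, 37 °C, 5% CO2; Compound: one 20 µM compound dose with 1% DMSO; Read-out: GFP/RFP fluorescence ratio.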
Neddyl block – blocks human cullin neddylation; TR-FRET cullin neddylation, biochemical; calls only at 25 µM; hit rate 0.58% among 360,000; AID 651699; P61081+Q13564; in the data active means inhibition above about 36%
Rin1 Abl inh – inhibitors of human Rin1-Abl protein interaction; P00519+Q13671; TR-FRET Rin1/Abl binding, biochemical; inhibition, % at 7.35 µM; hit rate 0.4% among 360,000; AID 588664; in the data active means inhibition above about 5%, passing the limit was not always enough
* marks the source's active call; other numbers are inactive results; i = inactive; . = no result given.

SMILES	PABP1 MLLE inh	FAS-TE inh	Rpn11 inh	SKN-1 inh	NadD inh	CSN deneddyl inh	MT1-MMP act inh	Neddyl block	Rin1 Abl inh
CC(=O)CSc1ncnc2scc(-c3ccc(F)cc3)c12	-1	-9	i	-1	-2	1	2	i	3
O=c1c2[nH]c3ccccc3c2nc2n1CCS2	0	-4	i	11	-1	-7	2	i	-6
COc1cccc(CNc2nc3cc(-c4ccccc4)sc3c(=O)n2C)c1	0	10	i	17	9	-3	-6	i	-3
CCN1CCCC1CNC(=O)c1ccc2c(c1)N(Cc1ccccc1F)C(=O)c1ccccc1S2(=O)=O (stereo not drawn)	-13	-7	i	16	1	-3	-2	i	3
O=C1c2ccccc2C(=O)N1OS(=O)(=O)c1ccc(F)cc1	18	71*	i	-9	0	4	-8	i	-1
O=C(NC1CCCCCC1)C1CCN(S(=O)(=O)c2ccc(F)cc2)CC1	-2	-4	i	-8	4	4	-3	i	3
O=C1c2cccc3c([N+](=O)[O-])ccc(c23)C(=O)N1CCc1ccccn1	11	-34	i	-6	-5	5	-137	i	-2
CC(=O)Nc1ccc(NC(=O)COC(=O)c2ccc(S(=O)(=O)NCc3ccco3)cc2)cc1	-28	-2	i	-7	1	4	3	i	0
O=C(O)CN1C(=O)CC(c2ccccc2)CC1=O	1	-5	i	19	-1	10	3	i	-1
O=C(NCCN1CCOCC1)c1ccc2c(c1)N(Cc1ccccc1F)C(=O)CS2	2	-3	i	7	-3	5	5	i	1
O=C(NCc1ccccc1)NC(=O)c1ccccc1F	16	-5	i	14	1	4	2	i	2
CC1(C)C(=O)Nc2ccccc2N1C(=O)COc1cc(Cl)ccc1Cl	-10	6	i	20	2	-1	-10	i	-1
NC(=O)c1ccc(-c2ccc(Br)cc2)o1	11	-1	i	15	6	3	4	i	-27
O=C(C1CCCN(S(=O)(=O)c2cccs2)C1)N1CCN(C2CCCCC2)CC1 (stereo not drawn)	-10	-5	i	6	4	3	6	i	1
Cc1c(OCC(=O)N2CCN(c3ccccc3)CC2)ccc2c3c(c(=O)oc12)CCCC3	8	23	i	5	9	0	3	i	4
O=C(CCCCCN1C(=O)C2C3C=CC(C3)C2C1=O)Nc1nccs1 (stereo not drawn)	-4	-5	i	8	-4	-5	-1	i	-1
CCOc1ccc(CN2CCN(Cc3ccc(C)o3)CC2CCO)cc1 (stereo not drawn)	4	-6	i	-6	-1	-1	0	i	2
COc1ccc(-c2cc(C(=O)NCC3CCCO3)c3ccccc3n2)c(OC)c1 (stereo not drawn)	7	-2	i	12	0	0	-5	i	-1
Clc1cccc(CNCCCSc2ncccn2)c1Cl	8	-4	i	6	-3	-4	-1	i	1
O=C(NCC1CCCO1)c1cccc(NC(=O)c2ccco2)c1 (stereo not drawn)	-8	-7	i	-8	2	-1	8	i	0
C/C(=N\NC(=O)Cc1ccccc1[N+](=O)[O-])c1cccnc1	10	-5	i	13	-3	1	0	i	3
CC(C)(C)SCCNC(=O)/C=C/c1ccc(F)cc1	17	-6	i	-7	-1	-3	2	i	-2
Cc1cccc(C)c1NC(=O)CSc1nc2ccccc2c(=O)[nH]1	11	-6	i	-16	5	-1	5	i	1
CCC(C)N(C)Cc1cccc(C2(O)CCN(S(=O)(=O)c3ccc(F)cc3)CC2)c1 (stereo not drawn)	-11	-9	i	1	-6	0	2	i	4
O=C(CCCN1C(=O)/C(=C/c2ccccc2Cl)SC1=S)NNC(=O)c1ccncc1	16	30	i	-7	6	-1	1	i	-5
CC1=NN(C(=O)COc2ccccc2)C(O)(c2ccccc2)C1 (stereo not drawn)	13	-9	i	2	2	-5	2	i	-2
CC(=O)Nc1ccccc1-c1nc2ccc(C(=O)N3CCN(c4cccc(C)c4)C(C)C3)cc2[nH]c1=O (stereo not drawn)	-1	0	i	-4	2	2	7	i	-1
COc1ccc(CCn2c(-c3ccc(C(C)(C)C)cc3)n[nH]c2=S)cc1OC	-1	6	i	-1	13	0	2	i	5
CCn1c(C(O)c2cc(OC)c(OC)c(OC)c2)nc2ccccc21 (stereo not drawn)	8	-6	i	-16	-5	1	3	i	0
O=C1C(=C(c2ccccc2)N2CCOCC2)Cc2ccccc21	7	0	i	3	-2	6	14	i	0
CC(=O)CC(c1ccccc1)S(=O)(=O)c1ccc([N+](=O)[O-])cc1 (stereo not drawn)	9	-1	i	1	-4	2	-6	i	-1
CC(C)(C)c1ccc(C(=O)N2[C@H](COCc3ccccc3)C=CS2(=O)=O)cc1	14	21	i	13	-5	2	2	i	2
Cn1c(Cc2cccs2)nnc1SCC(=O)Nc1ccccc1	14	-5	i	21	-5	-2	-2	i	3
CC(=O)Nc1ccc(NC(=O)C(Cc2ccccc2)NC(=O)C2CCCCC2)cc1 (stereo not drawn)	-1	-2	i	0	4	3	2	i	-1
Cc1c(Cl)cccc1NC(=O)Cn1cc(C(F)(F)F)cc(Cl)c1=O	-18	-2	i	5	-1	4	3	i	0
Nc1ccccc1NC1CCCCC1	-2	-3	i	7	-5	-1	4	i	-3
NNC(=O)c1ccc(CSc2nc3ccccc3s2)cc1	-7	-6	i	-17	10	-3	2	i	0
CCCCCc1c(C)nc(Nc2nc(C)c3cc(OC)ccc3n2)[nH]c1=O	0	-3	i	13	3	5	3	i	1
O=C(Cc1ccccc1Cl)N1CCN(c2ncccn2)CC1	1	-4	i	2	0	-2	3	i	-2
Clc1ccc2nc(-c3cccc(Br)c3)c(Cc3ccsc3)n2c1	3	8	i	24	14	0	1	i	3
CCCc1cc(Nc2ccccc2C)n2ncnc2n1	12	-3	i	7	-3	2	3	i	3
Cc1nn(Cc2ccc(C(=O)NN)o2)c(C)c1Cl	7	-3	i	10	1	2	0	i	1
CCc1cccc(CC)c1NC(=O)C1CN(S(=O)(=O)c2ccccc2)CCN1S(=O)(=O)c1ccccc1 (stereo not drawn)	9	18	i	2	-1	-4	0	i	0
O=C(NNC(=S)Nc1ccc(Cl)cc1)c1ccccc1OC(F)F	5	-6	i	8	-4	-17	4	i	0
COc1cccc(/C=N/NC(=O)CN2CC(c3ccccc3)CC2=O)c1OC (stereo not drawn)	6	-9	i	4	-4	1	-2	.	-3
O=C(CS(=O)(=O)Cc1ccccc1)Nc1nnc(C2CCCCC2)s1	-11	-4	i	14	5	-2	12	i	5
CC(=O)N/C(=C\c1ccccc1)C(=O)OCC(=O)N(C)C1CCS(=O)(=O)C1 (stereo not drawn)	1	-4	i	-13	-6	2	-1	i	2
CC(C(=O)Nc1ccccc1Cl)c1ccc([N+](=O)[O-])cc1 (stereo not drawn)	10	10	i	19	-1	1	-2	i	0
Cc1ccc(C(=O)N(Cc2cccs2)C2CCS(=O)(=O)C2)cc1 (stereo not drawn)	-15	-5	i	-1	-4	-2	-6	i	4
Cc1cccc(C2=NNC(=O)C(c3ccc(Cl)cc3)C2)c1 (stereo not drawn)	-2	8	i	8	-10	3	-4	i	-1

Sorted by count of non-hydrogen atoms (highest first): some entries from above
SMILES	PABP1 MLLE inh	FAS-TE inh	Rpn11 inh	SKN-1 inh	NadD inh	CSN deneddyl inh	MT1-MMP act inh	Neddyl block	Rin1 Abl inh
CCc1cccc(CC)c1NC(=O)C1CN(S(=O)(=O)c2ccccc2)CCN1S(=O)(=O)c1ccccc1 (stereo not drawn)	9	18	i	2	-1	-4	0	i	0
COc1cccc(/C=N/NC(=O)CN2CC(c3ccccc3)CC2=O)c1OC (stereo not drawn)	6	-9	i	4	-4	1	-2	.	-3
CC(=O)N/C(=C\c1ccccc1)C(=O)OCC(=O)N(C)C1CCS(=O)(=O)C1 (stereo not drawn)	1	-4	i	-13	-6	2	-1	i	2
O=C(CS(=O)(=O)Cc1ccccc1)Nc1nnc(C2CCCCC2)s1	-11	-4	i	14	5	-2	12	i	5
O=C(NNC(=S)Nc1ccc(Cl)cc1)c1ccccc1OC(F)F	5	-6	i	8	-4	-17	4	i	0
Clc1ccc2nc(-c3cccc(Br)c3)c(Cc3ccsc3)n2c1	3	8	i	24	14	0	1	i	3
O=C(Cc1ccccc1Cl)N1CCN(c2ncccn2)CC1	1	-4	i	2	0	-2	3	i	-2
NNC(=O)c1ccc(CSc2nc3ccccc3s2)cc1	-7	-6	i	-17	10	-3	2	i	0
CCCc1cc(Nc2ccccc2C)n2ncnc2n1	12	-3	i	7	-3	2	3	i	3
Cc1nn(Cc2ccc(C(=O)NN)o2)c(C)c1Cl	7	-3	i	10	1	2	0	i	1
Nc1ccccc1NC1CCCCC1	-2	-3	i	7	-5	-1	4	i	-3

Carrying on.
SMILES	PABP1 MLLE inh	FAS-TE inh	Rpn11 inh	SKN-1 inh	NadD inh	CSN deneddyl inh	MT1-MMP act inh	Neddyl block	Rin1 Abl inh
Cc1ccc(S(=O)(=O)Nc2cccc3cccnc23)c([N+](=O)[O-])c1	4	21	i	5	4	2	7	i	3
CCc1ccc(S(=O)(=O)NCC2(N3CCOCC3)CCCCC2)cc1	-1	8	i	10	0	2	-6	i	-1
CNc1nc(-c2cccc(C(=O)N(C)C)c2)cn2ccnc12	13	-7	i	-8	-3	4	1	i	-3
COc1ccccc1N(C)S(=O)(=O)c1ccc(Cl)c(C(=O)NCCCN2CCOCC2)c1	2	-2	i	3	-4	5	1	i	-1
CCCCCC(=O)Nc1cccc(C2=NOC3(C2)C[C@H](C(N)=O)N(C(=O)c2ccccc2C(=O)c2ccccc2)C3)c1 (stereo partly drawn)	5	3	i	-6	13	-1	5	i	0
Cn1nc(C(F)(F)F)c2cc(C(=O)O)sc21	-2	-1	i	-3	-2	1	0	i	2
O=C(c1cc2cc(Br)ccc2o1)N1CCCCC1	6	6	i	14	-3	-1	-2	i	2
Fc1cccc(Cl)c1Cn1nnc2c(-n3ccnc3)ncnc21	11	3	i	11	-3	3	10	i	0
COC(=O)c1cc(C(=O)OCC(=O)Nc2ccccc2OC(F)F)cc([N+](=O)[O-])c1	-4	26	i	2	-12	-7	10	i	-4
O=C(O)c1ncc(-c2ccccc2)cn1	4	-2	i	15	-4	-5	-4	i	0
Cc1cc(C)cc(NS(=O)(=O)c2ccc(NC(=O)c3ccccc3C(=O)O)cc2)c1	-5	-6	i	3	-10	4	3	i	3
COc1ccc(C(=O)N/C(=C\c2cc(OC)c(OC)cc2[N+](=O)[O-])C(=O)NCCO)cc1	-2	-4	i	-13	-2	-7	-4	i	-3

Screening data as filed in PubChem BioAssay.
